LYP inh 2 – blocks human PTPN22 phosphatase activity. Q9Y2R2. recombinant LYP catalytic domain, DiFMUP fluorescence. inhibition, % at 2 µM. 96,000 tested, 0.21% active. AID 640;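 active = inhibition at 2 µM at or above a set limit, the screen mean plus 3 SD, cut at about 24% in these data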;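 note: 0% = DMSO with enzyme and 100% = enzyme fully blocked by orthovanadate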
Target sequence (Q9Y2R2 whole entry, looked up, the tested form may be a part): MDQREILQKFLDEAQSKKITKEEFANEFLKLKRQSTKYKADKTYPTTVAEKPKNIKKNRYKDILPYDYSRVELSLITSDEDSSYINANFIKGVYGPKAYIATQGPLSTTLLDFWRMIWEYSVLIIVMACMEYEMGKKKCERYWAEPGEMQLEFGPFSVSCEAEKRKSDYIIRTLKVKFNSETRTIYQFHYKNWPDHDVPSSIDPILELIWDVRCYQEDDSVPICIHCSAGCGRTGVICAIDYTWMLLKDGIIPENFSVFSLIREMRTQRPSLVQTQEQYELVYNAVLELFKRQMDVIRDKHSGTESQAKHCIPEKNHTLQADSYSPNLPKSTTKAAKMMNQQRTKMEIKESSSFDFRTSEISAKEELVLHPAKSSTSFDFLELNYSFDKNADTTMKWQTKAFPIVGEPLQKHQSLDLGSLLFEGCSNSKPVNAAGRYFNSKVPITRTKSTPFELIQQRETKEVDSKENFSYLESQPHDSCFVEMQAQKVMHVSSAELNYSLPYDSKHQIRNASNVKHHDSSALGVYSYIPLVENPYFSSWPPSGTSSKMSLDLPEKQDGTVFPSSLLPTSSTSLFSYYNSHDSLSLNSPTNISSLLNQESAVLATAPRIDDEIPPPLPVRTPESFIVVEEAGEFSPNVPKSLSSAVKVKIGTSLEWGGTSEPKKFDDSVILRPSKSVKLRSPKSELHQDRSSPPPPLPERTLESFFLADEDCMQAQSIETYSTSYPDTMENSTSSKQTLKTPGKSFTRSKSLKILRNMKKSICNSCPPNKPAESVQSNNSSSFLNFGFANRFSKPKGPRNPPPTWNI
DAT uptake mod – modulates human dopamine transporter uptake under cocaine; AID 449768; LLC-PK1 hDAT cells, [14C]-dopamine uptake with cocaine IC80; actives deviate in either direction; B-score at 10 µM; 110,000 tested, 1.3% active; Q01959;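 active = Z score or B-score, a plate-position-corrected score, falls beyond the plate's 99.7% confidence bounds, in either direction; inactive = both scores lie inside the 99.7% bounds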;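 note: scored against the spread of the other compound wells on the same plate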
MT1-MMP txn act – activates MT1-MMP transcription; HT1080 MT1-MMP promoter luciferase reporter, luminescence, overnight; stronger effect = higher value; activation factor at 10 µM; 86,000 tested, 0.16% active;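 active = activation factor of at least 2 for MT1-MMP transcription at 10 µM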
IL1B cytotox – toxic to HUVEC cells under IL-1B stimulation | HUVEC cell count loss, Hoechst imaging, IL-1B stimulated | cell count reduction, % at 2 µM | 94,000 tested, 0.41% active;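 active = cell count reduction more than 3 SD above the screen-wide mean, cut at about 70% in these data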;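 note: normalized per plate to untreated control cells as the no-loss baseline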
HUVEC tox TNFa – toxic to HUVEC cells under TNF alpha stimulation; 93,000 tested, 0.17% active; AID 848; cell count reduction, % at 2 µM; HUVEC TNFalpha-stimulated, Hoechst cell count, imaging;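 active = cell count reduction exceeding the screen mean by over 5 SD, scaled to untreated wells per plate, cut at about 78% in these data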;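 note: cells counted after 24 h of TNF alpha exposure following the 1 h pretreatment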
F-actin modifier – cytoskeleton assembly modification; 91,000 tested, 0.18% active; inhibition, % at 2 µM; HUVEC TNFa F-actin phalloidin imaging, high content;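 active = inhibition above the batch mean plus 3 SD and confirmed as a hit by visual image inspection, cut at about 30% in these data, passing the limit was not always enough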; note: strong numbers were not always called active
Smad3 FoxH1 inh – blocks human Smad3 binding to FoxH1 peptide; AID 630; inhibition, % at 25 µM; P84022; TR-FRET Smad3/Dy647-FoxH1 peptide binding, europium anti-His; 88,000 tested, 0.29% active;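 active = compounds that reduce the energy-transfer binding signal between the protein and its labelled peptide by more than half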;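 note: 0% = Smad3 plus labelled peptide maximal FRET and 100% = peptide-only background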
VCAM1 TNFa inh – reduces TNF alpha induced VCAM1 expression in HUVEC; HUVEC TNFa-induced VCAM-1 immunofluorescence, high-content imaging; inhibition, % at 2 µM; 95,000 tested, 0.48% active;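 active = inhibition above the batch mean plus 3 SD, with images confirmed as a hit by eye, cut at about 37% in these data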;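 note: 0% = TNF-stimulated DMSO wells and 100% = unstimulated control wells; not every result past the cut was called active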
Calb biofilm kill – kills Candida albicans biofilms; AID 834; C. albicans biofilm + clotrimazole, Alamar Blue; 85,000 tested, 0.14% active; inhibition, % at 6 µM;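 active = inhibition above 20%; inactive = inhibition below 20%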;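 note: preformed 24 hr biofilms exposed to compound for 48 hr; 0% = biofilm without compound and 100% = blank killed by clotrimazole plus chlorhexidine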
* hit, by the source's call; [ ] = another dose, or the depositor's remark. The list is partial; the hit share may differ from the screen's.

N#CC1=C(N)N=C(SCc2cccc3ccccc23)C(C(N)=O)C12CCCCC2 (stereo unspecified) was read as LYP inh 2 4, DAT uptake mod 0.79, IL1B cytotox -14, HUVEC tox TNFa -3, F-actin modifier 2 and VCAM1 TNFa inh 1.
For COCCNC(=O)Cn1nc(C(F)(F)F)cc1C the results were LYP inh 2 -7, DAT uptake mod 0.37, MT1-MMP txn act 0.9, HUVEC tox TNFa 37, F-actin modifier 12, Smad3 FoxH1 inh 0, VCAM1 TNFa inh -4 and Calb biofilm kill 9.
`COc1ccc(C2=CC(c3c(C)nn(-c4ccccc4)c3Cl)n3nnnc3N2)cc1OC` (stereo unspecified) gave LYP inh 2 11, DAT uptake mod 0.43, MT1-MMP txn act 1.1, IL1B cytotox -5, HUVEC tox TNFa -11, F-actin modifier 25, Smad3 FoxH1 inh 3, VCAM1 TNFa inh 3 and Calb biofilm kill 12.
`CCOc1ccccc1NC(=O)c1cc(CC(C)C)oc1C` gave LYP inh 2 6, DAT uptake mod 0.24, MT1-MMP txn act 1.3, IL1B cytotox -38, HUVEC tox TNFa -21, F-actin modifier -1, Smad3 FoxH1 inh 0, VCAM1 TNFa inh 23 and Calb biofilm kill 4.
`CCOC(=O)c1ccc(N2C(=O)C(C)=C(C)C2=O)cc1` gave LYP inh 2 -2, DAT uptake mod 0.11, MT1-MMP txn act 1.3, IL1B cytotox -9, HUVEC tox TNFa 22, F-actin modifier 7, Smad3 FoxH1 inh -6, VCAM1 TNFa inh -4 and Calb biofilm kill 6.
For Cc1ccc(NC(=O)CCc2c(C)nc3ncnn3c2C)nc1 the results were LYP inh 2 -2, DAT uptake mod -0.23, MT1-MMP txn act 1.1, IL1B cytotox -36, HUVEC tox TNFa -7, F-actin modifier -13, Smad3 FoxH1 inh 0[fluorescence artefact?], VCAM1 TNFa inh -15 and Calb biofilm kill 4.
For CCOC(=O)C1CCCN(c2c(NCCN(CC)c3ccccc3)c(=O)c2=O)C1 (stereo unspecified) the results were LYP inh 2 0, DAT uptake mod 0.26, IL1B cytotox -36, HUVEC tox TNFa -24, F-actin modifier 3, Smad3 FoxH1 inh -5, VCAM1 TNFa inh 10 and Calb biofilm kill 5.
For COc1cccc(C2=NOC(C(=O)NC3CCCCC3)C2)c1 (stereo unspecified) the results were LYP inh 2 5, DAT uptake mod -0.098, MT1-MMP txn act 1.2, IL1B cytotox -2, HUVEC tox TNFa 6, F-actin modifier 1, Smad3 FoxH1 inh 6, VCAM1 TNFa inh 3 and Calb biofilm kill 2.
For CCC(C)n1c(SCC(=O)Nc2cc(C)on2)nc2ccccc2c1=O (stereo unspecified) the results were LYP inh 2 -3, DAT uptake mod 0.15, MT1-MMP txn act 1, IL1B cytotox 4, HUVEC tox TNFa -7, F-actin modifier -6, Smad3 FoxH1 inh -13, VCAM1 TNFa inh -9 and Calb biofilm kill 1.
Cc1ccccc1OCC(=O)N/N=C/c1cccn1C was read as LYP inh 2 3, DAT uptake mod -0.2, MT1-MMP txn act 1.3, IL1B cytotox -5, HUVEC tox TNFa -19, F-actin modifier -4, Smad3 FoxH1 inh -12, VCAM1 TNFa inh 23 and Calb biofilm kill 7.
C=CCn1c(Sc2nnc(C)s2)nc2c1c(=O)[nH]c(=O)n2C was read as LYP inh 2 -11, DAT uptake mod 1.5, MT1-MMP txn act 1.1, IL1B cytotox -42, HUVEC tox TNFa -6, F-actin modifier -42, Smad3 FoxH1 inh 6, VCAM1 TNFa inh 7 and Calb biofilm kill 0.
For C=C(C)C1CC=C(CN2CCC(O)CC2)CC1 (stereo unspecified) the results were LYP inh 2 9, DAT uptake mod 0.9, MT1-MMP txn act 1.1, IL1B cytotox 6, HUVEC tox TNFa -8, F-actin modifier -13, Smad3 FoxH1 inh -14, VCAM1 TNFa inh 17 and Calb biofilm kill -3.
Screening COC(=O)CSc1nnc(-c2ccccn2)n1Cc1ccco1 returned LYP inh 2 -18, IL1B cytotox -32, HUVEC tox TNFa -14, F-actin modifier -10, Smad3 FoxH1 inh 3, VCAM1 TNFa inh 0 and Calb biofilm kill 9.
Screening C=CCn1c(SCC(=O)NC2CCS(=O)(=O)C2)nc2sc(CC)cc2c1=O (stereo unspecified) returned LYP inh 2 4, DAT uptake mod 0.037, IL1B cytotox 2, HUVEC tox TNFa 43, F-actin modifier -2, Smad3 FoxH1 inh 8, VCAM1 TNFa inh -10 and Calb biofilm kill 0.
Screening O=C(CCn1nc(-c2ccc(Cl)cc2)c2ccccc2c1=O)NCC1CCCO1 (stereo unspecified) returned LYP inh 2 7, DAT uptake mod 1.8, MT1-MMP txn act 1.1, IL1B cytotox 4, HUVEC tox TNFa -11, F-actin modifier 5, Smad3 FoxH1 inh 5[fluorescence artefact?], VCAM1 TNFa inh 8 and Calb biofilm kill 0.

Sorted by SMILES length (ascending): three of the compounds above
Cc1ccccc1OCC(=O)N/N=C/c1cccn1C was read as LYP inh 2 3, DAT uptake mod -0.2, MT1-MMP txn act 1.3, IL1B cytotox -5, HUVEC tox TNFa -19, F-actin modifier -4, Smad3 FoxH1 inh -12, VCAM1 TNFa inh 23 and Calb biofilm kill 7.
C=CCn1c(Sc2nnc(C)s2)nc2c1c(=O)[nH]c(=O)n2C was read as LYP inh 2 -11, DAT uptake mod 1.5, MT1-MMP txn act 1.1, IL1B cytotox -42, HUVEC tox TNFa -6, F-actin modifier -42, Smad3 FoxH1 inh 6, VCAM1 TNFa inh 7 and Calb biofilm kill 0.
`COc1ccc(C2=CC(c3c(C)nn(-c4ccccc4)c3Cl)n3nnnc3N2)cc1OC` (stereo unspecified) gave LYP inh 2 11, DAT uptake mod 0.43, MT1-MMP txn act 1.1, IL1B cytotox -5, HUVEC tox TNFa -11, F-actin modifier 25, Smad3 FoxH1 inh 3, VCAM1 TNFa inh 3 and Calb biofilm kill 12.

(more compounds)
Screening CCOc1c(Br)ccc2c1sc1nc[nH]c(=O)c12 returned LYP inh 2 8, DAT uptake mod -0.26, MT1-MMP txn act 1.2, IL1B cytotox 2, HUVEC tox TNFa -10, F-actin modifier 18, Smad3 FoxH1 inh 7, VCAM1 TNFa inh -9 and Calb biofilm kill 1.
Screening CCC1CCCCN1c1nc(-c2ccncc2)nc2ccccc12 (stereo unspecified) returned LYP inh 2 -9, DAT uptake mod -0.56, IL1B cytotox 5, HUVEC tox TNFa -18, F-actin modifier 25, Smad3 FoxH1 inh -2, VCAM1 TNFa inh 19 and Calb biofilm kill 6.
`COc1ccccc1N1CCN(C(=O)c2cc(-c3ccco3)on2)CC1` gave LYP inh 2 10, DAT uptake mod 1.4, MT1-MMP txn act 1.2, IL1B cytotox -48, HUVEC tox TNFa -2, F-actin modifier 11, Smad3 FoxH1 inh -7, VCAM1 TNFa inh -12 and Calb biofilm kill 2.
For CCOC(=O)C1=C(C)OC(N)=C(C#N)C1c1ccc(OC)c(C)c1OC (stereo unspecified) the results were LYP inh 2 -6, DAT uptake mod 0.75, MT1-MMP txn act 1.2, IL1B cytotox 4, HUVEC tox TNFa 13, Smad3 FoxH1 inh -3, VCAM1 TNFa inh -23 and Calb biofilm kill 11.
Screening COc1ccc(Cc2nnc(NS(C)(=O)=O)s2)cc1 returned LYP inh 2 -3, DAT uptake mod -0.093, MT1-MMP txn act 1, IL1B cytotox 9, HUVEC tox TNFa 1, F-actin modifier -13, Smad3 FoxH1 inh 2, VCAM1 TNFa inh 14 and Calb biofilm kill -1.
`CS(=O)(=O)N1CCN(C2CCN(Cc3ccccc3)CC2)CC1` gave LYP inh 2 1, DAT uptake mod -0.72, MT1-MMP txn act 1.2, IL1B cytotox -4, HUVEC tox TNFa -10, F-actin modifier 5, Smad3 FoxH1 inh 6, VCAM1 TNFa inh 11 and Calb biofilm kill 1.
Screening CN(C)C(=O)COC(=O)[C@H](Cc1ccccc1)NC(=O)c1ccco1 returned LYP inh 2 3, DAT uptake mod -0.53, IL1B cytotox 2, HUVEC tox TNFa -15, F-actin modifier 2 and VCAM1 TNFa inh 0.
For CCOC(=O)N/N=C\c1ccc([N+](=O)[O-])o1 the results were LYP inh 2 11, DAT uptake mod -0.74, MT1-MMP txn act 1.1, IL1B cytotox -7, HUVEC tox TNFa 9, F-actin modifier 5, Smad3 FoxH1 inh 18, VCAM1 TNFa inh 5 and Calb biofilm kill -3.
O=C(Nc1ccccc1C(F)(F)F)c1cc(-c2ccccc2O)on1 was read as DAT uptake mod -0.052, MT1-MMP txn act 1.7, Smad3 FoxH1 inh -1 and Calb biofilm kill 0.
`CCCCc1nc2ccccc2n2cc3c(=O)n(C)c(=O)n(C)c3c12` gave LYP inh 2 -1, MT1-MMP txn act 1.1, IL1B cytotox 10, HUVEC tox TNFa 8, F-actin modifier -6, Smad3 FoxH1 inh -2, VCAM1 TNFa inh 9 and Calb biofilm kill -5.
For CCCCCC(=O)NNC(=O)c1ccc(-c2ccccc2)cc1 the results were LYP inh 2 8, DAT uptake mod 0.9, IL1B cytotox 6, HUVEC tox TNFa 4, F-actin modifier 8 and VCAM1 TNFa inh 23.
Cc1ccccc1S(=O)(=O)Cc1ccc(C(=O)N2CCN(c3ncccn3)CC2)o1 was read as DAT uptake mod 0.0093, MT1-MMP txn act 1.2, Smad3 FoxH1 inh 5[fluorescence artefact?] and Calb biofilm kill 1.
O=C(Nc1nnc(-c2ccccc2Cl)o1)c1ccco1 was read as LYP inh 2 3, DAT uptake mod 1.6, MT1-MMP txn act 1.2, IL1B cytotox -212, HUVEC tox TNFa -11, F-actin modifier 13, Smad3 FoxH1 inh 4, VCAM1 TNFa inh 18 and Calb biofilm kill 1.
Cc1cc(C)c2c(N)c(C(=O)N3CCCCCC3)sc2n1 was read as LYP inh 2 7, DAT uptake mod 0.54, MT1-MMP txn act 1.1, IL1B cytotox -11, HUVEC tox TNFa 8, F-actin modifier -5, Smad3 FoxH1 inh -2, VCAM1 TNFa inh -3 and Calb biofilm kill -2.
CCOC(=O)c1[nH]c(C)c(C(=O)Nc2ccccc2C)c1C was read as DAT uptake mod -0.49, MT1-MMP txn act 0.4, Smad3 FoxH1 inh -4 and Calb biofilm kill 3.
CC(C)COC(=O)C(C#N)c1nc2ccccc2nc1N1CCN(Cc2ccc3c(c2)OCO3)CC1 (stereo unspecified) was read as LYP inh 2 10, DAT uptake mod 1.5, MT1-MMP txn act 0.8, IL1B cytotox -31, HUVEC tox TNFa -28, F-actin modifier 10, Smad3 FoxH1 inh 0, VCAM1 TNFa inh 3 and Calb biofilm kill -3.
Screening CC1(C)Cc2ccccc2-c2c1c(=O)n(Cc1ccccc1)c1nnnn21 returned LYP inh 2 -9, DAT uptake mod -1.5, MT1-MMP txn act 1, IL1B cytotox -29, HUVEC tox TNFa -5, F-actin modifier 8, Smad3 FoxH1 inh 16, VCAM1 TNFa inh 11 and Calb biofilm kill 7.
Screening CC(=O)Nc1ccc2nc(C)n(Cc3ccc(Cl)cc3)c(=O)c2c1 returned LYP inh 2 4, DAT uptake mod 0.097, MT1-MMP txn act 1.4, IL1B cytotox -13, HUVEC tox TNFa 9, F-actin modifier -10, Smad3 FoxH1 inh -1, VCAM1 TNFa inh 16 and Calb biofilm kill 9.
Screening CCOC(=O)CC1C(=O)NCCN1C(=O)Nc1ccc(Cl)cc1 (stereo unspecified) returned LYP inh 2 4, DAT uptake mod 0.76, IL1B cytotox -30, HUVEC tox TNFa -12, F-actin modifier 10, Smad3 FoxH1 inh 2, VCAM1 TNFa inh 30 and Calb biofilm kill 7.
`CCC1Oc2ccc(C)cc2N(CC(=O)NCCN2C(C)CCCC2C)C1=O` (stereo unspecified) gave DAT uptake mod -1.1, MT1-MMP txn act 1.2, Smad3 FoxH1 inh -5 and Calb biofilm kill -1.

Screens: PubChem BioAssay, several laboratories
